Screening data: PubChem BioAssay, several laboratories
hK5 inh: human KLK5 protease inhibitors, primary screen, biochemical, 1536-well. Kallikrein-5 (Homo sapiens), Q9Y337. recombinant hK5, fluorogenic AMC substrate cleavage. inhibition, % at 5 µM. 210,000 tested, 0.59% active. AID 873, 2007;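 active = inhibition of 40% or more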;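 also: 0% = enzyme controls without compound and 100% = no-enzyme blanks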
Target sequence (Q9Y337 67-293 limits assumed): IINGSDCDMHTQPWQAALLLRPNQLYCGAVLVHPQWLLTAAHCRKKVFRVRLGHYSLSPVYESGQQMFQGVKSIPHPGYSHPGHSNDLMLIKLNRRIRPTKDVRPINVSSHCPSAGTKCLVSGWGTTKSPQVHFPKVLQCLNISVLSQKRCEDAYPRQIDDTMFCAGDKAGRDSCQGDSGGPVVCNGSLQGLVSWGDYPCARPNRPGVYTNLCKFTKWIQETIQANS
14-3-3 Bad inh: inhibitors of 14-3-3 zeta/Bad binding, primary screen, biochemical, TR-FRET, bovine 14-3-3 zeta; 14-3-3 protein zeta/delta (Bos taurus), P63103; TR-FRET 14-3-3zeta/Dy647-pBad peptide displacement, 1 h; inhibition, % at 21.7 µM; 220,000 tested, 0.71% active; AID 781, 2007;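 active = inhibition above about 70%, limit read from the data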;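 also: 0% = full 14-3-3 plus peptide FRET controls and 100% = background without 14-3-3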
Target sequence (P63103 whole entry, looked up): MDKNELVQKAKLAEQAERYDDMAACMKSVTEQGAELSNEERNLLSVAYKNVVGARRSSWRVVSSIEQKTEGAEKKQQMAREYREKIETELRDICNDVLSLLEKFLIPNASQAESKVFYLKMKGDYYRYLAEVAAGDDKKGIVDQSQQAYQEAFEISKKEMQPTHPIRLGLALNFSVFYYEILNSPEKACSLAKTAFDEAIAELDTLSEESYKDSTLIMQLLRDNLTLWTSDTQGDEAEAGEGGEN
thrombin 1536: human alpha-thrombin inhibitors, primary screen, counter-screen for coagulation protease inhibitor project, biochemical, 1536-well, fluorogenic AMC substrate. Prothrombin (Homo sapiens), P00734. Boc-VPR-AMC fluorogenic substrate cleavage. inhibition, % at 5 µM. 220,000 tested, 0.26% active. AID 1046, 2008;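 active = inhibition at or above 40%; inactive = inhibition below 40%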;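 also: 0% = enzyme with no compound and 100% = wells without enzyme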
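Material: human alpha-thrombin protein; Also added: Boc-VPR-AMC substrate, 15 µM final; Timing: enzyme reaction carried out at room temperature; Signal: fluorescence, ex 355 nm, em 460 nm; Measure: % inhibition of thrombin; Controls: enzyme without compound as high, wells lacking enzyme as low.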
EBV gp42 inh: Epstein-Barr virus gp42 inhibitors, primary screen, biochemical, uHTS, fluorescence polarization; Glycoprotein 42 (Epstein-Barr virus (strain AG876)), Q1HVG2; Fluorescence polarization binding assay, mP read-out; inhibition, % (tested at 21.74 µM); 220,000 tested, 0.42% active; AID 1085, 2008; in the data active = inhibition above about 50%
Target sequence (Q1HVG2 whole entry, looked up): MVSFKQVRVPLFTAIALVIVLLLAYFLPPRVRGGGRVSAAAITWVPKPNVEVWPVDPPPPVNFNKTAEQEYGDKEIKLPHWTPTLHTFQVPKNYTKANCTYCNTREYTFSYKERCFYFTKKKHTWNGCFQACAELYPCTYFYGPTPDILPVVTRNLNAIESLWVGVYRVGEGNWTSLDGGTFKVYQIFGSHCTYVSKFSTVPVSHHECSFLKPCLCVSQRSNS
Cl transport mod: KCC2 cotransporter modulators, thallium flux, primary screen, cell-based, HEK293 KCC2, FluoZin-2 fluorescence, MLSMR. 190,000 tested, 2.2% active. B-score of Tl+ flux slope (higher = more flux/activation; lower = inhibition) at 10 µM. Solute carrier family 12 member 5 (Homo sapiens), Q9H2X9. KCC2 cells, thallium flux FluoZin-2 fluorescence. AID 1456, 2008;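 active = thallium flux slope and its plate-corrected score both differing from the plate sample mean at a set confidence after two filtering rounds, in either direction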;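 also: slope of fluorescence scaled to starting intensity during 10 to 20 s after thallium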
NCF1 inh: p47phox/p22phox peptide binding inhibitors, primary screen, biochemical, uHTS, NADPH oxidase regulatory subunit; Neutrophil cytosol factor 1 (Homo sapiens), P14598; fluorescence polarization, 2 h; inhibition, % at 24.7 µM; 220,000 tested, 0.53% active;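 also: 0% = p47phox with labelled peptide and 100% = labelled peptide alone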
eIF4E-4G inh: eIF4E–eIF4G protein interaction inhibitors, primary screen, biochemical, uHTS, TR-FRET, eIF4GI fragment; Eukaryotic translation initiation factor 4E (Mus musculus) + Eukaryotic translation …; TR-FRET eIF4E-eIF4GI(517-606) binding, 2 h; inhibition, % at 21.7 µM; 220,000 tested, 0.37% active; AID 782, 2007;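 also: 0% = full FRET control wells and 100% = background wells lacking eIF4GI fragment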
Furin inhibitor: human furin inhibitors, primary screen, biochemical, fluorescence intensity; inhibition, % at 30 µM; AID 463115, 2010; purified furin, fluorogenic substrate cleavage; P09958; 220,000 tested, 0.061% active; in the data active = inhibition above about 25%; also: inactives centre near -15
Rad51 HR inh: human RAD51 strand exchange inhibitors, primary screen, biochemical, fluorescence. DNA repair protein RAD51 homolog 1 (Homo sapiens), Q06609. hRad51 DNA strand exchange, fluorescence dequenching. inhibition, % at 10 µM. 200,000 tested, 0.085% active. AID 1385, 2008;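 active = inhibition above 40% at the single screening dose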;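 also: 0% = DMSO control wells and 100% = blanks with heterologous ssDNA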
Target sequence (Q06609 whole entry, looked up): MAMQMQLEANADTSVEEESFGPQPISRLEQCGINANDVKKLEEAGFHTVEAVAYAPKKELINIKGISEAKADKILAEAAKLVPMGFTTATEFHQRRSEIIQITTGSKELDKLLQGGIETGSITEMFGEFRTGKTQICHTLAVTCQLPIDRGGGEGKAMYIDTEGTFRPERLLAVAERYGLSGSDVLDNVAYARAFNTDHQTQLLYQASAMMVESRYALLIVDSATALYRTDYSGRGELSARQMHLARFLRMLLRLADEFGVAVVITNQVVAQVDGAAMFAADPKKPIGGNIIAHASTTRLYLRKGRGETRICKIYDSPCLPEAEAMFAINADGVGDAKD
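Material: Human Rad51 nucleoprotein filaments preassembled on unlabelled ssDNA | Also added: Labelled 47-mer dsDNA for strand exchange | Dosing: Single dose, 10 µM final compound | Schedule: 30-min compound preincubation and 15-min exchange, both room temperature | Technique: Fluorescence dequenching at 485/520 nm | Measure: Percent inhibition relative to plate controls and blanks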
An asterisk follows results filed as active; . = not tested or not shown; [ ] = dose if it differs, or a comment.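 The calls were made as follows, unless noted: active = inhibition above about 30% (limit read from the data); inactive = the rest.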

nr | smiles | Furin inhibitor | Cl transport mod | 14-3-3 Bad inh | EBV gp42 inh | NCF1 inh | thrombin 1536 | hK5 inh | Rad51 HR inh | eIF4E-4G inh
1 | COc1ccccc1/C=N/NC(=S)Nc1cccnc1 | -9 | 0.055 | -11 | 1 | -1 | -11 | -6 | -7 | -5
2 | c1ccc(CSc2nncn2-c2ccccn2)cc1 | -14 | . | 1 | -7 | -23 | -2 | 5 | 0 | 5
3 | COc1ccc2[nH]c(=O)c(CN(C(C)=O)C3CCCCC3)cc2c1 | -23 | . | 9[fluorescence artefact?] | -11 | -17 | -5 | -2 | 6 | 4
4 | Cc1nn(C(C)C(=O)N2CCOCC2)c(C)c1[N+](=O)[O-] (stereo not drawn) | -19 | 0.33 | 5 | -9 | -13 | -17 | -4 | 7 | 3
5 | O=C(Nc1nc(-c2ccc3c(c2)Cc2ccccc2-3)cs1)c1ccccc1 | -14 | -0.49 | -6[fluorescence artefact?] | -16 | -7 | -4 | -6 | . | -3
6 | C/C(N)=C(/C#N)C(=O)CSc1cc(C)c2ccccc2n1 | -15 | 0.032 | 6 | -5 | -13 | -10 | . | . | 1
7 | CCn1c(C)nc2cc(C(=O)N/N=C/c3ccc(OC)cc3)ccc21 | -12 | -0.84 | -6 | -10 | -6 | 4 | 16 | 11 | 1
8 | COc1ccc(CCNC(=O)c2noc3c2CCCC3)cc1OC | -13 | 0.074 | 1 | -19 | -3 | -7 | 14 | -1 | 3
9 | CN(C(=O)c1ccccc1C(=O)OCC(=O)NC(=O)NC(C)(C)C)C1CCCCC1 | -23 | 0.34 | 0 | -13 | -7 | -8 | -9 | 2 | 6
10 | N#C/C(C(=O)N1CCOCC1)=C1\Nc2ccccc2S1 | -4[20 µM] | -0.29 | -11[fluorescence artefact?] | -9 | -14 | -3 | -2 | -7 | -4[fluorescence artefact?]
11 | CN(NC(=O)CN1C(=O)c2ccccc2C1=O)C1=NS(=O)(=O)c2ccccc21 | -16 | 0.18 | -1 | -11 | 0 | -15 | 27 | -6 | -2
12 | COC(=O)CCC(=O)Nc1ccc(NC(C)=O)cc1 | -17 | 0.03 | -4 | -27 | 1 | -8 | -2 | . | 0
13 | O=C(NCc1ccco1)C1CCC(CNS(=O)(=O)c2cccc3cccnc23)CC1 (stereo not drawn) | -17 | . | 2[fluorescence artefact?] | -2 | 4 | -4 | -10 | -4 | 1[fluorescence artefact?]
14 | CC1(C)CC(=O)C(C(c2cccc([N+](=O)[O-])c2)C2C(=O)CC(C)(C)CC2=O)C(=O)C1 | -14 | 0.35 | -2 | -12 | -4 | 0 | -15 | . | 11
15 | O=C1CN(C(=O)CSc2nc3ccccc3c(=O)n2CCCN2CCOCC2)c2ccccc2N1 | -9 | 0.25 | -6 | -17 | -17 | 2 | -4 | 5 | 3
16 | O=C(c1ccccc1)c1ccc(N2CCNCC2)cc1 | -15[20 µM] | . | -7 | 6 | -7 | -7 | -4 | 0 | 4
17 | CC1(C)CC(=O)c2sc(NS(C)(=O)=O)nc2C1 | -16[20 µM] | 1.7 | 71* | -5 | -4 | -7 | -20 | -1 | 2
18 | O=C(CCSc1ccccc1)N1CCN(c2ccccc2F)CC1 | 3 | -1.5 | -9 | 2 | -14 | 1 | -1 | . | -4
19 | CC1CN(C(=O)C(C)N2CCN(c3ccccc3Cl)CC2)CC(C)O1 (stereo not drawn) | -17 | -0.15 | -6 | 0 | -1 | -12 | -1 | 0 | 1
20 | CN(CC(=O)Nc1ccc2c(c1)OCO2)S(=O)(=O)c1ccc2c(c1)CCC(=O)N2 | -23 | -0.27 | 0 | -4 | 3 | 0 | 6 | . | -8
21 | COc1ccc(C(=O)NN2C(=S)N(c3ccc(OC)cc3)C(=O)C2CC(N)=O)cc1 (stereo not drawn) | -18 | -1.3 | 4 | -12 | -4 | -3 | -1 | 6 | 7
22 | CCOC(=O)NC(CC(=O)O)c1ccc(OCC)cc1 (stereo not drawn) | -17 | 1.6 | 2[fluorescence artefact?] | -10 | 2 | 1 | -6 | -4 | -1
23 | CC1C2(C)OC(=N)C(C#N)(C(C)O2)C1(C#N)C#N (stereo not drawn) | -11 | -0.56 | -11 | 11 | -3 | 3 | -1 | . | 1
24 | C=CCSC1=C(C#N)C(c2ccccc2OC)CC(=O)N1 (stereo not drawn) | -10 | . | 1 | -19 | -3 | 1 | -11 | . | -1
25 | Cc1ccc(CNC(=O)COC(=O)CCCOc2ccc(Cl)cc2Cl)cc1 | -5 | 0.34 | -6 | -3 | 72* | -4 | -13 | 2 | 13
26 | O=C(Nc1ccccc1C(=O)Nc1nnc(C(F)(F)F)s1)c1ccccc1Cl | -16 | 0.75 | -6 | -2 | -35 | 0 | 3 | 19 | -2
27 | COCCNC(=S)NCCc1ccc(Cl)cc1Cl | -21 | 1.1 | -5 | -11 | -20 | -5 | 0 | -2 | 0
28 | CCOC(=O)C1CCCN(C(=O)c2sc3nc(-c4ccccc4)cn3c2C)C1 (stereo not drawn) | -26[20 µM] | -1.1 | -5 | -19 | -2 | 4 | -10 | 0 | 4
29 | O=C(NC(=S)Nc1ccccc1N1CCCCC1)c1ccccc1 | -9 | 12* | -22 | -1 | -8 | -4 | -2 | 4 | 2
30 | Cc1c([N+](=O)[O-])cc(S(=O)(=O)Nc2ccncc2)cc1[N+](=O)[O-] | -15 | 1.9 | -1 | -19 | 6 | -3 | -1 | 27 | 1

Reprinted from the part before: five entries; new compounds follow.
nr | smiles | Furin inhibitor | Cl transport mod | 14-3-3 Bad inh | EBV gp42 inh | NCF1 inh | thrombin 1536 | hK5 inh | Rad51 HR inh | eIF4E-4G inh
26 | O=C(Nc1ccccc1C(=O)Nc1nnc(C(F)(F)F)s1)c1ccccc1Cl | -16 | 0.75 | -6 | -2 | -35 | 0 | 3 | 19 | -2
27 | COCCNC(=S)NCCc1ccc(Cl)cc1Cl | -21 | 1.1 | -5 | -11 | -20 | -5 | 0 | -2 | 0
28 | CCOC(=O)C1CCCN(C(=O)c2sc3nc(-c4ccccc4)cn3c2C)C1 (stereo not drawn) | -26[20 µM] | -1.1 | -5 | -19 | -2 | 4 | -10 | 0 | 4
29 | O=C(NC(=S)Nc1ccccc1N1CCCCC1)c1ccccc1 | -9 | 12* | -22 | -1 | -8 | -4 | -2 | 4 | 2
30 | Cc1c([N+](=O)[O-])cc(S(=O)(=O)Nc2ccncc2)cc1[N+](=O)[O-] | -15 | 1.9 | -1 | -19 | 6 | -3 | -1 | 27 | 1
31 | O=C(O)c1nn(-c2ccccc2)nc1-c1nn(-c2ccccc2)nc1C(=O)O | -33 | 1.6 | . | -10 | -1 | 4 | 8 | -2 | .
32 | COc1ccc(/C=N/n2c(N)c(S(=O)(=O)c3cccs3)c3nc4ccccc4nc32)cc1OC | -9[20 µM] | . | 5 | 4 | -20 | 2 | -50 | 6 | 3
33 | CSc1ccccc1NC(=O)CN(Cc1ccccc1)S(C)(=O)=O | -9[20 µM] | -0.84 | 6 | -16 | -3 | 0 | 4 | 5 | 3
34 | COc1cc(CCCN2C(=O)C(=O)NC[C@@H]2Cc2ccc(O)cc2)cc(OC)c1OC | -21 | 0.21 | -1 | -11 | -4 | -3 | 0 | 8 | 0
35 | O=C(COc1ccc2c(c1)CCC2)NCc1ccccc1 | -13 | -0.18 | -10 | 0 | -7 | -5 | -11 | 5 | 8[fluorescence artefact?]
36 | CCCc1cc(=O)n2[nH]c(-c3ccccc3)cc2n1 | -6[20 µM] | -0.2 | 8 | -33 | -2 | 5 | -3 | 10 | 4
37 | CC(=O)Nc1cc(OC(=O)c2ccco2)cc(OC(=O)c2ccco2)c1 | -10[20 µM] | 0.33 | -5 | -4 | -10 | 36 | -5 | 3 | 0
38 | Cc1nonc1C1CCCN1C(=O)c1cc(COc2ccc(F)cc2Cl)on1 (stereo not drawn) | -13 | . | -2 | 5 | -9 | -11 | 0 | -2 | -2
39 | CCOc1ccc(OCCNC2CCCC2)cc1 | -18[20 µM] | -0.9 | 26[fluorescence artefact?] | -11 | -2 | 6 | -10 | 0 | -9[fluorescence artefact?]
40 | COC(=O)c1cnn(-c2ccccc2)c1-n1cccc1C=O | -26 | -0.13 | -7 | 5 | -1 | -7 | 0 | 4 | -2
41 | CC(=O)c1cccc(NC(=O)N2CCN(S(C)(=O)=O)CC2)c1 | -15[20 µM] | 0.089 | -2[fluorescence artefact?] | -6 | -12 | 1 | -8 | -8 | -13[fluorescence artefact?]
42 | C/C(=N\NC(=O)c1cc(-c2cccnc2)nc2ccccc12)c1ccc(O)cc1O | -8 | -0.04 | -10 | -3 | -19 | -11 | -15 | -8 | -2
43 | COc1ccccc1C(=O)C1CCCN(Cc2cccc3nccnc23)C1 (stereo not drawn) | -13 | 0.39 | -5 | -2 | -7 | -6 | -3 | -2 | 1
44 | CCOc1cc2[nH]c(=O)n(CCCCCC(=O)NCc3ccco3)c(=O)c2cc1OCC | -20[20 µM] | -0.22 | 24[fluorescence artefact?] | -16 | -2 | 4 | 3 | 1 | -4
45 | O=C(CSc1cccc(C(F)(F)F)c1)NC(=O)c1ccccc1 | -24 | 1.1 | -7[fluorescence artefact?] | -8 | -10 | -2 | -2 | 0 | -4[fluorescence artefact?]
46 | CC1CCCN(c2c([N+](=O)[O-])cc(C(=O)O)cc2[N+](=O)[O-])C1 (stereo not drawn) | -20 | -0.67 | -6 | -14 | -7 | 10 | 3 | -23 | 0
47 | C=C(C)c1cccc(C(C)(C)NC(=O)NCCCn2ccnc2)c1 | -16 | -0.86 | 5 | 4 | -14 | -1 | -25 | -4 | 0
48 | O=C(Nc1ccc(C(=O)NC2CCCCC2)cc1)c1cncc(Br)c1 | -24 | . | -5 | 1 | -7 | -10 | -5 | 1 | 1
49 | c1ccc(-c2cc3ccccc3nc2N2CCCC2)cc1 | -5[20 µM] | . | -20 | -18 | -3 | 4 | 4 | 0 | 15
50 | O=C(/C=C/c1cccc([N+](=O)[O-])c1)NCc1cccnc1 | -17 | . | 7 | -12 | -6 | 3 | -7 | 3 | 3
51 | COc1ccc(/C=N/NC(=O)c2sc(C)nc2C)cc1 | -11 | -0.27 | -3 | -13 | -4 | -5 | -4 | 4 | 2
52 | CCCCCc1c(O)nc(SCCN2CCOCC2)[nH]c1=O | -31 | -0.23 | -6 | 2 | 1 | -10 | 1 | 2 | 0
53 | Cc1cc(C(=O)O)ccc1N/C=C1\CCCC(C)C1=O (stereo not drawn) | -3[20 µM] | 0.15 | -2 | 27 | -7 | 2 | 2 | 4 | -2
54 | O=C(C1CCCN(S(=O)(=O)c2cccs2)C1)N1CCN(C2CCCCC2)CC1 (stereo not drawn) | -14 | . | -10 | -1 | -5 | -12 | -11 | -4 | -7
